DAX1 inh-1 = inhibitors of human orphan nuclear receptor DAX1 (NR0B1); AID 504766; actives 0.99% (n = 340,000); inhibition, % at 6.75 µM; HEK293 Gal4-DAX1 luciferase reporter, luminescence; P51843;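 active = inhibition above the mean over all tested compounds plus 3 SD, cut at about 4.2% in these data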;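 note: 0% = DAX1-transfected cells with DMSO and 100% = empty-vector control cells with DMSO; inhibition shows as a rise in luminescence from relieved DAX1 repression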
Target sequence (P51843 207-470 limits assumed): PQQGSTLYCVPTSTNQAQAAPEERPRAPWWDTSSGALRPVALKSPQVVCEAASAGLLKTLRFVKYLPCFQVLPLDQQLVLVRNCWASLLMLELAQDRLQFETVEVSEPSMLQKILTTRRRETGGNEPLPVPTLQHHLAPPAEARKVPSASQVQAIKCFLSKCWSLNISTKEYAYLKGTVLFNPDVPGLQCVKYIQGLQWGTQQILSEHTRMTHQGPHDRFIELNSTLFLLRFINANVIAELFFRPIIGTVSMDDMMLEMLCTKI
PLCb3 inh = inhibitors of human phospholipase C beta3; actives 0.18% (n = 370,000); Purified PLC-beta3, fluorogenic substrate, fluorescence; inhibition, % at 12.2 µM; in the data active = inhibition above about 11%;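 note: 0% = median of compound wells on plate and 100% = full blocker control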
SMARCA2 act = activators of SMARCA2 function | actives 1% (n = 370,000) | activation, % at 9.1 µM | AID 652017 | MG213 cells, MMTV-luciferase reporter, dexamethasone, overnight; in the data active = activation above about 7.8%;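 note: 0% = vehicle wells and 100% = reference activator wells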
FXN GAA850 act = increases GAA850 frataxin promoter reporter activity; HEK293 lucGAA850 FXN promoter luciferase reporter, 24 h; percent of 10 µM SAHA response; actives 0.56% (n = 360,000); activation, % at 6 µM;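 active = activation above the average of all compounds screened plus 3 SD, cutoff fixed separately per campaign, cut at about 7.5% in these data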;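 note: 0% = DMSO wells and 100% = 10 µM SAHA wells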
hcDAF12 agonist = H. contortus DAF-12 activation, primary screen | actives 1.4% (n = 370,000) | activation, % at 6.8 µM | AID 652067 | HEK293 hcDAF-12 lit1-tk-luc reporter, luminescence; 0% DMSO, 100% Δ7-dafachronic acid;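 active = activation above the mean of all tested compounds plus 3 SD, cut at about 5.5% in these data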;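 note: 100% = response to 3 µM Δ7-dafachronic acid high control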
PG9 Ab binder = binds the HIV-1 gp120 antibody PG9 | TR-FRET gp120-PG9 antibody binding | inhibition, % at 6.7 µM | actives 0.43% (n = 360,000) | AID 624416; in the data active = inhibition above about 8.5%
NR1D1 modulator = modulates human Rev-erb alpha binding to DNA; P20393; Rev-erbα–FITC-DNA binding, fluorescence polarization, 90 min; activity, % at 10 µM; actives 0.79% (n = 370,000);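 active = activity above about 14%, limit read from the data; passing the limit was not always enough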;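 note: 0% = DMSO wells with 35 nM protein and 100% = DMSO wells with 750 nM protein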
ssDAF12 agonist = S. stercoralis DAF-12 activation, primary screen; actives 1% (n = 370,000); activation, % at 6.8 µM; HEK293 ssDAF-12/GRIP1 lit1-tk-luc reporter, luminescence; % of 3 µM dafachronic acid response;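 active = activation above the mean over all tested compounds plus 3 SD, cut at about 0.9% in these data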;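 note: 0% = DMSO-only wells and 100% = 3 µM delta7-dafachronic acid wells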
HGIII-sPLA2 inh = Blocks human group III sPLA2 activity. QFRET BODIPY PC-A2 liposome hydrolysis, fluorescence. inhibition, % at 12.2 µM. actives 0.56% (n = 370,000);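 active = inhibition above mean plus 3 SD of compounds lying within the high and low control bounds, cut at about 19% in these data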;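 note: 0% = median of test compound wells and 100% = no enzyme DMSO wells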
Target sequence (Q9NZ20 whole entry, looked up): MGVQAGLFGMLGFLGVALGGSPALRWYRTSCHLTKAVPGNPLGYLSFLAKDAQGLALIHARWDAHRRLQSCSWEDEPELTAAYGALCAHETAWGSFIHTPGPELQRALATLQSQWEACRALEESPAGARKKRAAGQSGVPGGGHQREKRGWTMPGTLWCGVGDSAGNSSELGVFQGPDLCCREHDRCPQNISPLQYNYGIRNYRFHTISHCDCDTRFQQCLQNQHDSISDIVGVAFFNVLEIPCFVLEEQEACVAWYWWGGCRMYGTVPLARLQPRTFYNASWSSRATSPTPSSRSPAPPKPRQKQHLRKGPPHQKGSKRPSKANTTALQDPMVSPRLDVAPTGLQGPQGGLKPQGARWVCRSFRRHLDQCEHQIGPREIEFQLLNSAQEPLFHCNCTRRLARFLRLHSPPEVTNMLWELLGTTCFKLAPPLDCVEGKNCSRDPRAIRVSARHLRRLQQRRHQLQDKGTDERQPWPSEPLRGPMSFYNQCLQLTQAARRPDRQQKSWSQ
DAX1 inh-2 = inhibitors of DAX1 repression of SF-1 activated StAR promoter; HEK293T StAR-luciferase reporter, SF-1/DAX-1 repression relief; inhibition, % at 6.8 µM; actives 1.1% (n = 370,000); AID 652010;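 active = inhibition above the mean over all tested compounds plus 3 SD, cut at about 3.6% in these data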;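 note: 0% = DAX-1 cells with DMSO and 100% = cells lacking DAX-1 with DMSO; higher inhibition means more luminescence from relief of DAX-1 repression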
hgDAF-12 ag = hgDAF-12 agonism, primary luciferase screen. activation, % at 6.8 µM. HEK293 GAL4-hgDAF12 UAS-luciferase reporter, agonist luminescence; normalized to butyrate control. AID 687014. actives 1.8% (n = 370,000);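 active = activation above a cutoff set at the mean of all screened compounds plus 3 SD, cut at about 10% in these data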;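 note: 0% = DMSO wells and 100% = sodium butyrate wells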
* hit, by the source's call; x = not tested or not shown. Not a hit list (roughly 7% active in at least one column).

SMILES	DAX1 inh-1	PLCb3 inh	SMARCA2 act	FXN GAA850 act	hcDAF12 agonist	PG9 Ab binder	NR1D1 modulator	ssDAF12 agonist	HGIII-sPLA2 inh	DAX1 inh-2	hgDAF-12 ag
CCOc1ccc(NC(=O)CC2C(=O)N(c3ccccc3)C(=O)N2CCOC)cc1 (configuration not stated)	0.9	2	-1	-0.6	-0.8	-1.6	-6	-1.1	-5	0.2	-1.2
Nc1cccc(CN2CCCC2)c1	1.2	-2	-2	-1.1	-1.2	1.8	-3	-0.6	6	-0.6	-2.4
Cc1ccc(NC(=O)CN2C(=O)c3ccccc3S2(=O)=O)c(C)c1	-0.4	-6	-1	-1.3	-1.5	-1.4	0	-0.6	10	0.1	-0.1
Cc1ccc(S(=O)(=O)Nc2c(NC3CCCCC3)c3ccccc3oc2=O)cc1C	0.0	-15	-1	1.6	-0.3	-0.5	-4	-0.8	0	-0.1	3.0
COc1ccccc1-n1c(SCC(=O)NC2CCS(=O)(=O)C2)nc2ccccc2c1=O (configuration not stated)	0.7	-4	-5	0.0	-0.2	-2.1	-7	-0.5	5	1.2	4.0
CCOc1ccc(N(CC(=O)Nc2cccc(Cl)c2)S(=O)(=O)c2c(C)noc2C)cc1	0.5	4	-2	1.5	-0.2	1.1	-3	-1.3	-3	-1.8	2.1
COc1ccc(C(=O)OCC(=O)Nc2ccc3c(c2)OCO3)cc1S(=O)(=O)N1CCOCC1	-0.1	-3	3	-0.6	0.1	-0.5	4	-1.0	-6	0.4	4.3
CCOC(=O)c1nc(C)n(-c2ccc(Cl)cc2)n1	-0.6	1	-3	1.6	0.3	0.2	-1	-1.1	0	-0.5	0.4
CCN1C(=O)C(CC(=O)Nc2ccc(OC)cc2)N(Cc2ccc3c(c2)OCO3)C1=S (configuration not stated)	-1.1	-15	0	0.1	0.1	-1.9	4	-1.5	-45	-0.5	-1.3
COc1cccc(CNC(=O)c2nnn(CC(=O)Nc3cc(Cl)ccc3C)c2N)c1	1.9	-3	-2	2.5	-1.8	-0.2	-7	-1.6	-1	-0.3	-2.1
CC1(C)Cc2ccccc2-c2nc3n(c(=O)c21)CCCS3	x	-2	-1	4.0	-0.2	-0.8	7	-1.2	-3	-0.5	-3.8
Cc1nn(Cc2ccc(F)cc2)c(C)c1NC(=O)c1cnn2c1NC(c1cccs1)CC2C(F)(F)F (configuration not stated)	-1.1	0	0	-2.3	-1.2	-0.8	-6	-1.5	-34	0.6	-2.2
Cc1ccccc1Nc1nnc(SCC(=O)NCc2ccco2)s1	-0.2	-4	0	3.4	-1.2	1.1	-8	-1.2	-1	0.3	-0.3
COc1ccc(S(=O)(=O)Nc2cc3c4c(c2)CCC(=O)N4CCC3)cc1	0.7	-6	-2	1.4	0.7	0.9	6	-0.9	3	0.7	-0.5
O=C(CS(=O)(=O)c1cn(Cc2ccc(Cl)cc2)c2ccccc12)N1CCCC1	0.4	-1	-2	-1.2	0.4	-3.2	3	-0.7	-4	-1.6	0.4
Cc1noc(C)c1S(=O)(=O)Nc1ccc2c(c1)C(=O)N([C@@H](C)CO)C[C@@H](C)[C@@H](CN(C)CC1CCCCC1)OCCCC[C@@H](C)O2	0.1	0	2	-3.6	-1.2	-1.6	8	-0.7	-23	0.8	1.6
COc1ccc(-c2csc(=Nc3ccccc3)n2CCO)cc1	-0.3	7	-1	1.2	-1.2	-0.9	-4	-0.7	-7	-0.2	1.8
Cc1ccc(C)c(C(=O)COC(=O)C(C)N2C(=O)C3C4CCC(C4)C3C2=O)c1 (configuration not stated)	0.2	-2	0	1.6	-1.6	-0.6	-3	-1.2	-4	-0.6	-0.1
CCOC(=O)CNS(=O)(=O)c1ccc(S(=O)(=O)N2CCCC2)cc1	0.0	-1	-1	1.9	-1.8	-2.5	-5	-1.4	-2	-0.3	2.0
COCCN1C[C@@H](CO)O[C@@H](n2cnc3c(NCc4ccncc4)ncnc32)C1	x	1	-2	-0.3	-2.1	1.0	-7	-1.1	-1	0.5	0.9
COC1OC(c2ccccc2)=C(c2cnc(N)nc2)c2ccc(F)cc21 (configuration not stated)	x	-6	-2	x	-0.1	0.8	-3	-1.6	2	-0.9	0.2
CCc1nc(-c2ccccc2O)n(-c2ccccc2)n1	-1.1	-3	-3	2.2	-1.5	-0.9	-1	-1.2	2	-0.4	-0.2
CCCCC1CC2=C(C(=O)OC(C)(C)O2)C(c2ccc(F)cc2)O1 (configuration not stated)	x	0	-2	x	-1.4	0.2	10	-1.1	6	-0.6	-0.3
COc1ccc(C2(c3ccc(OC)cc3)NC(=O)N(CC(=O)Nc3ccc(OC(F)F)cc3)C2=O)cc1	0.0	-6	-3	-0.6	-1.7	-0.9	-1	-1.2	-24	-0.8	-2.3
Cc1cc(OCCCC(=O)NCCc2ccccn2)ccc1Cl	0.5	-6	-2	3.8	0.9	-1.1	0	0.0	3	-0.2	-1.1
Cc1ccc(/C(O)=C2\C(=O)C(=O)N(C)C2c2ccccc2[N+](=O)[O-])cc1 (configuration not stated)	3.9	-99	0	1.8	5.4	-0.1	-1	-0.4	-1	-0.3	1.5
CC1=CCC2C(=O)N(c3ccc(N4CCOCC4)cc3)C(=O)C2C1 (configuration not stated)	0.1	-6	-1	1.8	-0.9	-0.2	-2	-1.3	-1	0.2	-1.4
Cc1ccccc1NS(=O)(=O)c1ccc2c(c1)NC(=O)CCS2	0.2	-6	-4	-0.1	-1.0	6.6	-1	-1.5	-1	-1.5	-1.4
COc1ccccc1-c1noc(CSc2nc(C)cc(=O)[nH]2)n1	-0.6	5	-2	0.4	-1.2	0.5	8	-0.8	0	0.6	-4.2
CCOC(=O)N1CCN(C(=O)/C(=C/c2ccc(OC)c(OC)c2)NC(=O)c2ccccc2)CC1	-1.0	-2	-3	0.3	-0.4	-2.0	2	-1.6	0	0.1	-2.6
O=C(Nc1ccccc1F)Nc1ccccc1OC(F)F	-0.4	-1	-4	1.9	-3.2	-0.6	2	-1.6	-4	-0.3	-0.3
Cc1ccc(S(=O)(=O)CCC(=O)OCC(=O)Nc2cc(S(=O)(=O)N3CCOCC3)ccc2C)cc1	0.3	-10	-2	1.9	-0.3	0.6	1	-0.3	8	0.2	-1.1
O=C1CSc2ccc(S(=O)(=O)NCc3ccccc3Cl)cc2N1	0.6	-6	3	0.7	-1.5	-0.7	1	-1.4	-20	-0.2	0.5
CN(c1cccc(NC(=O)Nc2ccc(Cl)cc2)c1)S(C)(=O)=O	-2.4	2	-2	3.9	-1.3	-2.4	0	-1.8	-39	-1.7	0.7
CCCc1cc(-c2nc(N)ncc2-c2csc(C)n2)c(O)cc1OC	0.8	-8	2	2.4	-2.0	-2.9	2	-2.0	-19	0.2	-3.5
CC(C)C(=O)Nc1cccc(NC(=O)c2ccc([N+](=O)[O-])cc2Cl)c1	0.3	-1	0	2.0	-1.7	-0.8	-4	-1.6	-2	0.6	-0.1
CCN(CC)C(=O)CSc1nnc(-c2cnccn2)n1-c1ccccc1	2.5	-3	1	1.0	0.5	-2.1	-1	-1.3	2	-0.5	-0.4
O=C(CN1CCN(c2ccccc2)CC1)N1CCc2[nH]c3ccccc3c2C1	-0.5	-46	1	-1.1	-1.6	1.5	-3	-1.3	-19	-0.2	-3.5
O=C(Nc1ccc(Cl)c(C(F)(F)F)c1)NC1CC2CCCC(C1)N2C1CC1 (configuration not stated)	-0.4	0	-2	0.9	-0.8	-1.1	-3	-1.3	-6	-0.4	0.4
Cc1ccc2c(c1)N(Cc1ccccc1)C(=O)C(C)S2 (configuration not stated)	x	-1	-2	3.1	0.9	-1.4	-8	-1.2	-8	0.9	-0.4
COc1cc(/C=N\Nc2nncn2N)ccc1OC(C)=O	-2.6	1	3	1.0	-0.1	-3.9	-1	0.3	2	-1.1	-8.9
Fc1cccc(Cn2ccc(-c3ccc4c(c3)OCO4)n2)c1	2.0	10	4	9.4*	-0.4	0.2	6	-0.2	-12	0.4	9.0
COc1ccc(C(=O)Oc2ccc(/C=N/O)cc2)cc1	0.1	3	3	0.9	0.2	2.0	2	-0.8	-20	0.0	1.5
COCCCNC(=O)c1cc2c(-c3cccc(OC)c3)nn(C)c2s1	-0.1	-195	1	-2.3	-1.8	-1.9	4	-0.8	3	-0.6	-1.0
Cc1ccnc(NC(=O)c2cc3c(=O)oc4ccc(C)cc4c3s2)c1	-0.7	-4	-4	1.8	2.2	-0.3	2	-1.1	2	1.1	-2.1
CC1CCN(c2ccccc2NC(=O)c2ccc([N+](=O)[O-])o2)CC1	2.0	2	-1	0.3	-0.2	-3.9	-5	-0.7	3	-0.2	-1.1
CCCn1c(C(C)Nc2nc(C)cs2)nc2cc(Cl)c(Cl)cc21 (configuration not stated)	0.1	2	0	-1.4	-1.4	-0.7	-3	-1.0	5	1.4	-0.4
CCOc1ccccc1N1CCN(C(=O)CNC(=O)c2ccc(OC)c(OC)c2)CC1	-1.0	-5	0	-0.1	-1.3	0.2	3	-0.5	-1	0.1	-0.7
Cc1cc(NC(=O)C(C)C)ncc1NC(=O)c1cccc(F)c1	-0.1	8	-1	-1.4	-1.1	-1.0	-6	-1.0	-3	-0.2	-1.0
CCOc1ccccc1CN1CCN(CCCn2cccn2)CC1CCO (configuration not stated)	-0.7	6	-4	0.3	-0.1	-1.4	4	-0.8	6	0.2	-2.5
O=C(NN1CCOCC1)c1cc(-c2ccc(Br)s2)nc2ccccc12	-0.1	-56	-2	0.5	1.1	-10	32*	-0.9	-4	-0.1	2.9
N#CC1(C#N)C(C(N)=O)C1c1ccccc1 (configuration not stated)	-0.6	-8	-4	2.2	0.7	-0.8	0	-1.2	9	-0.1	-1.4
C=CCSc1n[nH]c(-c2cccs2)n1	3.4	-7	0	1.4	-0.9	-0.9	3	-0.1	0	-0.2	-1.1
O=C(CCCN1C(=O)/C(=C/c2ccc3c(c2)OCO3)SC1=S)Nc1ccc(C(=O)O)cc1	-0.9	-12	-7	-9.4	-3.3	-4.3	1	-1.7	-5	-1.6	-3.3
Cc1ccc(C)c(NC(=O)CN(C)C(=O)c2ccc(S(=O)(=O)N(C)c3ccccc3)cc2)c1	-0.4	0	-1	-1.5	-0.8	1.2	9	-1.3	-1	-3.8	-1.4
Cc1ccc(-n2ncc3c(=O)n(CC(=O)N4CCN(c5ccccc5)CC4)cnc32)cc1	-0.6	-18	1	0.6	-0.3	2.1	-5	-1.8	-1	0.6	-0.8

Structures above printed as active in NR1D1 modulator:
SMILES | DAX1 inh-1 | PLCb3 inh | SMARCA2 act | hcDAF12 agonist | PG9 Ab binder | NR1D1 modulator | ssDAF12 agonist | HGIII-sPLA2 inh | DAX1 inh-2
O=C(NN1CCOCC1)c1cc(-c2ccc(Br)s2)nc2ccccc12 | -0.1 | -56 | -2 | 1.1 | -10 | 32* | -0.9 | -4 | -0.1

Screening results deposited in PubChem by several laboratories.
